# beta cell repl – inducers of beta-cell replication in MIN6 cells; MIN6 cells proliferation, ATPlite luminescence, 48 h; cells starved in 0.2% serum; 100% = growth in 10% serum; proliferation, % at 10 µM; actives 0.29% (n = 330,000);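 active = compounds whose signal lies at least 3.5 SD above the mean of all wells on their plate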;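 note: 0% = DMSO-treated cells in low-serum medium and 100% = 10% serum control; some compounds called inactive have numbers as strong as hits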
# NLRP3 yeast inh – inhibitors of NALP3 inflammasome in yeast; inhibition, % at 10 µM; Yeast reconstituted NLRP3/ASC/caspase-1, beta-gal luminescence, 24 h; actives 0.39% (n = 330,000); AID 2825;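 active = inhibition of 50% or more; inactive = inhibition below 50%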;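 note: plate controls were induced DMSO wells for no effect and uninduced yeast grown without galactose for full effect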
# hIAP block – blocks human intestinal alkaline phosphatase; actives 0.12% (n = 330,000); AID 2544; inhibition, % at 10 µM; purified IAP, CDP-Star luminescence, 30 min; P09923;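 active = inhibition reaching a set limit with compound at 10 µM in the primary screen, cut at about 35% in these data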;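 note: plate controls were DMSO wells with enzyme for no effect and no-enzyme buffer wells for full effect; values of inactives mirror those of a sister screen read the other way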
# Target sequence (P09923 whole entry, looked up): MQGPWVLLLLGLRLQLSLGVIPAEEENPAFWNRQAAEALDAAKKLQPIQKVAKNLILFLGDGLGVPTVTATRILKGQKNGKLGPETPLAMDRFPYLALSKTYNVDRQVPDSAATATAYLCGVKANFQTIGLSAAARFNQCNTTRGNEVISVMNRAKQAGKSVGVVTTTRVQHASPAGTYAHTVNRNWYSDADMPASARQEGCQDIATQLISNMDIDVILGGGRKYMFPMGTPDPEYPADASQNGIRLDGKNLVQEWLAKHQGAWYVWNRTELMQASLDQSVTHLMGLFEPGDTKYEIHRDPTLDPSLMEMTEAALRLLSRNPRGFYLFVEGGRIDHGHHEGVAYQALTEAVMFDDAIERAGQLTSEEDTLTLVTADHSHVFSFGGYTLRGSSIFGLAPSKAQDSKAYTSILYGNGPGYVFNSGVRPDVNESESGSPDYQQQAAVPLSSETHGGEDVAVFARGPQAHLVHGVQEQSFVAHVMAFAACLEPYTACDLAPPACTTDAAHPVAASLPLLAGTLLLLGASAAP
# hIAP activ – increases human intestinal alkaline phosphatase activity | P09923 | purified human IAP, CDP-Star luminescence, 30 min; hits give high values; 1 = vehicle-only enzyme, 0 = enzyme-free background | activation factor at 10 µM | actives 0.16% (n = 330,000);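 active = activation factor of the enzyme at least 2-fold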; note: the source names both 10 and 20 µM as test concentration; values of inactives mirror those of a sister screen read the other way
# SENP1 inh – inhibitors of human SENP1 SUMO protease catalytic domain | Q9P0U3 | recombinant SENP1 catalytic domain, CyPet-SUMO1-YPet FRET cleavage | inhibition, % at 10 µM | actives 0.21% (n = 360,000);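 active = inhibition at least 30% at 10 µM, raw YFP signal under a set limit, fluorescence ratio 0.5 to 1.5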;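 note: 0% = enzyme with DMSO and 100% = no enzyme wells; some results filed as inactive read as strong as hits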
#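 Test system: human SENP1 catalytic domain; medium: Tris pH 8 buffer plus EDTA, NaCl, BME, BSA, NP40, catalase; incubation: 50 min reaction at room temperature; technique: FRET, CFP and YFP emission; controls: no-enzyme low control and enzyme-plus-DMSO high control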
# A3A deaminase – inhibitors of human APOBEC3A DNA deaminase | P31941 | recombinant A3A, FAM/TAMRA ssDNA deamination fluorescence | inhibition, % at 20 µM | actives 0.41% (n = 330,000) | AID 493011;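 active = at least 40% inhibition at 20 µM here, with at most 30% in a related deaminase screen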;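 note: plate controls were A3A with DMSO for no effect and wells lacking A3A enzyme for full effect; some results filed as inactive read as strong as hits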
# Target sequence (P31941 whole entry, looked up): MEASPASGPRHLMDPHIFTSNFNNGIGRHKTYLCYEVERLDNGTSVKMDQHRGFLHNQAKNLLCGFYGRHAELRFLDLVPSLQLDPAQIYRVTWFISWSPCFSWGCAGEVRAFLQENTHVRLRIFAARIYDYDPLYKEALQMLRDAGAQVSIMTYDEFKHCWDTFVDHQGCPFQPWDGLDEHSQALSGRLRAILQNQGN
# mIAP inh – mouse IAP inhibition. inhibition, % at 10 µM. purified mouse IAP, CDP-Star luminescence, 30 min. AID 2806. actives 0.2% (n = 330,000);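 active = inhibition of at least 40% at 10 µM in the primary screen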;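 note: plate controls were DMSO with enzyme for no effect and no enzyme wells for full effect; values of inactives mirror those of a sister screen read the other way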
# mIAP activ – mouse IAP activation | muIAP, CDP-Star luminescence, 30 min; hits give high values; 1 = vehicle-only enzyme signal, 0 = enzyme-free wells | activation factor at 10 µM | actives 0.24% (n = 330,000) | AID 2805;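 active = activation factor of at least 2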; note: the source names both 10 and 20 µM as test concentration; values of inactives mirror those of a sister screen read the other way
#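 System: Mouse IAP enzyme | Also added: CDP-Star substrate | Dosing: Compounds dispensed in DMSO | Schedule: 30 min enzyme-substrate-compound incubation at room temperature | Technique: Chemiluminescence readout | Control set: DMSO-only wells and no-enzyme negative control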
# A3G deaminase – APOBEC3G (human) deaminase inhibition; AID 493012; inhibition, % at 20 µM; recombinant A3G, ssDNA deamination FAM/TAMRA fluorescence; Q9HC16; actives 0.28% (n = 330,000);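 active = inhibition of at least 40% at 20 µM, with no more than 30% in the related APOBEC3A deaminase screen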;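 note: plate controls were DMSO wells with A3G for no effect and wells lacking A3G enzyme for full effect; some compounds called inactive have numbers as strong as hits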
# Target sequence (Q9HC16 whole entry, looked up): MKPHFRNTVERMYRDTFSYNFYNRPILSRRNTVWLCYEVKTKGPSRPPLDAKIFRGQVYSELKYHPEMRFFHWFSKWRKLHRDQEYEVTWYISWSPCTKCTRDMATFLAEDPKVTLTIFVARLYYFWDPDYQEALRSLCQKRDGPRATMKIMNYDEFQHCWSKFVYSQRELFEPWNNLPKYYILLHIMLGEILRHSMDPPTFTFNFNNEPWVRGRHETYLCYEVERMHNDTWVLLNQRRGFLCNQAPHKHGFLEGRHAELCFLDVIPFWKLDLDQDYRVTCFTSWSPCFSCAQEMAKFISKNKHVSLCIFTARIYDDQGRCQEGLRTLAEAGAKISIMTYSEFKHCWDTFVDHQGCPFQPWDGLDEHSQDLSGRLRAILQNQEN
# * hit, by the source's call; / = no result given. A portion of the library (hit frequency here may not be typical).
no.	smiles	beta cell repl	NLRP3 yeast inh	hIAP block	hIAP activ	SENP1 inh	A3A deaminase	mIAP inh	mIAP activ	A3G deaminase
1	C=CCN1C(=O)C(CC(=O)Nc2ccc(OC)cc2)N(Cc2ccco2)C1=S (configuration not stated)	2	-2	0	1	0	1	3	0.97	-3
2	Nc1nc(CN2CCN(c3ccccc3F)CC2)nc(N2CCCc3ccccc32)n1	-2	-6	-1	1	3	4	1	0.99	1
3	CC(=O)Nc1ccc(S(=O)(=O)N2CCC(C(=O)NCCc3ccc(Cl)cc3)CC2)cc1	-2	4	-15	1.1	0	2	-12	1.1	-4
4	O=C(O)c1cccc(NC(=O)c2cc(S(=O)(=O)N3CCOCC3)cs2)c1	1	-6	-7	1.1	1	-4	2	0.98	-5
5	CC(C)(C)c1ccc(C(O)CCCN2CCC(C(O)(c3ccccc3)c3ccccc3)CC2)cc1 (configuration not stated)	-8	30	-2	1	-1	3	4	0.96	-4
6	CCCCn1c(N)c(N(CCOC)C(=O)C2CC(=O)N(Cc3ccc(C)cc3)C2)c(=O)[nH]c1=O (configuration not stated)	-3	7	1	0.99	-2	10	3	0.97	-7
7	Cc1cc(C(=O)NC(C)Cc2ccccc2)cc(C)c1[N+](=O)[O-] (configuration not stated)	-1	19	12	0.88	3	0	0	1	2
8	COc1ccccc1N1CCN(CCC(=O)Nc2ccc(F)cc2)CC1	-1	9	5	0.95	-1	-8	3	0.97	-4
9	COc1cccc(NC(=S)N2c3ccccc3CC2C)c1 (configuration not stated)	0	20	-2	1	-4	-3	0	0.99	-9
10	CCN(CC)c1ccc(/C=C(/C#N)C(=O)NC(C)C)o1	-2	13	17	0.83	-32	0	26	0.74	-5
11	Cc1cccc2cc(CN(Cc3cccs3)S(=O)(=O)c3ccc4c(c3)OCCO4)c(=O)[nH]c12	1	40	2	0.98	1	12	-4	1	5
12	CC(=O)Nc1ccc(C(=O)N2CCCC2)cc1	2	14	5	0.95	-1	-2	-4	1	7

# More compounds
no.	smiles	beta cell repl	NLRP3 yeast inh	hIAP block	hIAP activ	SENP1 inh	A3A deaminase	mIAP inh	mIAP activ	A3G deaminase
13	O=C(/C=C/c1ccc2c(c1)OCO2)c1ccco1	0	-6	3	0.97	-6	4	24	0.76	6
14	Cc1ccc(OCC(=O)OCC(=O)NC2CC2)cc1C	-2	7	-15	1.2	3	3	3	0.97	5
15	CC(NC(c1ccccc1)c1ccccc1)C(=O)N1CCCc2ccccc21 (configuration not stated)	0	14	7	0.93	3	0	5	0.95	-9
16	Cc1cc(C)n2nc(SC(C)C(=O)Nc3ccc(Cl)cn3)nc2n1 (configuration not stated)	-3	7	11	0.89	-1	8	-4	1	3
17	C=C(C)CNC(=S)NNC(=O)CCn1c2ccc(Cl)cc2c2cc(Cl)ccc21	-6	21	-22	1.2	0	1	-2	1	-3
18	Cc1ccc(-c2nc(CS(=O)(=O)CC(=O)N3CCCCCC3)c(C)o2)cc1	-3	-2	-6	1.1	0	-3	-5	1.1	-4
19	COc1cccc(Nc2ccc(-n3ccnc3)nn2)c1	-1	-9	-8	1.1	-2	-7	-17	1.2	-5
20	Cc1ccccc1NC(=O)CN1C(=O)NC2(CCCCC2)C1=O	0	12	2	0.98	2	-4	-11	1.1	-7
21	COc1cccc2cc(C(=O)NCCc3ccccc3)c(=O)oc12	-2	3	5	0.95	3	-6	-8	1.1	-8
22	CN(C)S(=O)(=O)c1cc(NC(=O)COC(=O)CC2Sc3ccccc3NC2=O)ccc1Cl (configuration not stated)	-1	10	-4	1	-1	2	-13	1.1	1
23	COc1ccc(N=C2C(=O)N3c4c(cccc42)C(C)=CC3(C)C)cc1	0	35	-2	1	-4	-1	7	0.93	-3
24	COC(=O)c1c(C)oc2ccc(NS(=O)(=O)c3cc(OC)ccc3OC)cc12	-1	15	-48	1.5	3	-4	8	0.92	-6

# Carrying on.
no.	smiles	beta cell repl	NLRP3 yeast inh	hIAP block	hIAP activ	SENP1 inh	A3A deaminase	mIAP inh	mIAP activ	A3G deaminase
25	CCOc1ccc(N2CC(C(=O)Nc3nnc(CC)s3)CC2=O)cc1 (configuration not stated)	-2	4	-5	1.1	1	-3	-7	1.1	0
26	Cc1ccc(CCNC(=O)C2CC(c3cc(C(F)(F)F)cc(C(F)(F)F)c3)=NO2)cc1 (configuration not stated)	-3	7	20	0.8	2	-1	0	0.99	-3
27	COc1ccc2cc(C(=O)C3CCCN(Cc4cnc(N5CCOCC5)s4)C3)ccc2c1 (configuration not stated)	-1	36	6	0.94	-11	3	2	0.98	-6
28	CCN(c1ccccc1)S(=O)(=O)c1cccc(C(=O)NCCN2CCOCC2)c1	-6	26	-12	1.1	0	4	0	1	4
29	C[n+]1ccc(/C=C/c2ccc(Br)cc2)cc1	-5	15	-1	1	8	51*	10	0.9	22
30	CCC(C)c1ccc(NC(=O)NCc2cccnc2)cc1 (configuration not stated)	-1	-10	-29	1.3	-1	-2	-18	1.2	-7
31	CCOC(=O)c1sc(NC(=S)NC(=O)c2cccc(OC)c2)nc1C	-1	19	6	0.94	-2	-3	14	0.86	-5
32	CC(OC(=O)/C=C/c1ccc2ccccc2n1)C(=O)Nc1ccc(S(N)(=O)=O)cc1 (configuration not stated)	2	4	-2	1	-1	3	0	1	-6
33	CCC1CCCCN1CCCNC(=O)CCCNC(=O)Cn1cnc2sc3c(c2c1=O)CCCC3 (configuration not stated)	3	0	-10	1.1	-1	1	-3	1	-17
34	CCn1cc(C(=O)OCC(=O)Nc2c(C)n(C)n(-c3ccccc3)c2=O)c(=O)c2ccc(C)nc21	2	-5	3	0.97	2	1	-2	1	-4
35	Cc1cc(Cl)c2oc(C(=O)N3CCN(C(=O)c4ccco4)CC3)c(C)c2c1	-3	29	-16	1.2	1	1	2	0.98	4
36	O=S(=O)(NCc1ccco1)c1cccc2cccnc12	-1	8	13	0.87	-2	5	14	0.86	4

# Carrying on.
no.	smiles	beta cell repl	NLRP3 yeast inh	hIAP block	hIAP activ	SENP1 inh	A3A deaminase	mIAP inh	mIAP activ	A3G deaminase
37	O=C(CSc1nc2ccccc2c(=O)n1-c1ccccc1)NCC1CCCO1 (configuration not stated)	0	-3	-11	1.1	1	50*	-9	1.1	18
38	Cc1ccc(C(=O)Nc2nnc(-c3ccco3)o2)cc1C	0	1	-11	1.1	-1	0	8	0.92	1
39	COC(=O)c1cnc(SCc2ccc(Cl)cc2)n1C	0	29	-19	1.2	-3	-1	3	0.97	-8
40	O=C(C[C@H]1C[C@H](C(=O)N2CCOCC2)[C@@]2(CCC3CCCC3)c3[nH]c4cc(-c5ccco5)ccc4c3CCN2C1=O)NCc1ccco1	/	/	/	/	-21	-1	-8	1.1	1
41	Cc1cccc(NC(=O)c2ccc3nccnc3c2)c1C	-4	23	8	0.92	0	0	-16	1.2	-2
42	O=C(CN1CCN(S(=O)(=O)c2ccc(F)cc2)CC1)Nc1ccc(Cl)cn1	-1	18	-21	1.2	-1	-3	2	0.98	-6
43	CCCc1cc(=O)[nH]c(SCC(=O)C(C)(C)C)n1	-3	-15	-10	1.1	-9	-5	-5	1	-3
44	Cc1c(NC2(C#N)CCCC2)c(=O)n(-c2ccccc2)n1C	-1	6	-3	1	2	-6	-5	1.1	-4
45	O=[N+]([O-])c1cc([N+](=O)[O-])c(Oc2cc(F)ccc2F)cc1NN1CCCCC1	-6	7	18	0.82	4	-1	7	0.93	-6
46	CCC(C(=O)NN1C(=O)c2ccccc2C1=O)c1ccccc1 (configuration not stated)	0	-8	3	0.97	2	0	2	0.98	-14
47	Cc1[nH]n(-c2ccccc2)c(=O)c1C=NCC1CCCO1 (configuration not stated)	-2	7	-3	1	-1	2	6	0.94	-9
48	Cc1c(C)n(Cc2ccccc2)c2ccc(C(=O)NCCCN3CCOCC3)cc12	-4	13	-42	1.4	-2	-2	-3	1	0

# Another view of 9 compounds above.
37) O=C(CSc1nc2ccccc2c(=O)n1-c1ccccc1)NCC1CCCO1 (configuration not stated)
38) Cc1ccc(C(=O)Nc2nnc(-c3ccco3)o2)cc1C
39) COC(=O)c1cnc(SCc2ccc(Cl)cc2)n1C
40) O=C(C[C@H]1C[C@H](C(=O)N2CCOCC2)[C@@]2(CCC3CCCC3)c3[nH]c4cc(-c5ccco5)ccc4c3CCN2C1=O)NCc1ccco1
41) Cc1cccc(NC(=O)c2ccc3nccnc3c2)c1C
42) O=C(CN1CCN(S(=O)(=O)c2ccc(F)cc2)CC1)Nc1ccc(Cl)cn1
43) CCCc1cc(=O)[nH]c(SCC(=O)C(C)(C)C)n1
44) Cc1c(NC2(C#N)CCCC2)c(=O)n(-c2ccccc2)n1C
assay / compound | 37 | 38 | 39 | 40 | 41 | 42 | 43 | 44
beta cell repl | 0 | 0 | 0 | / | -4 | -1 | -3 | -1
NLRP3 yeast inh | -3 | 1 | 29 | / | 23 | 18 | -15 | 6
hIAP block | -11 | -11 | -19 | / | 8 | -21 | -10 | -3
hIAP activ | 1.1 | 1.1 | 1.2 | / | 0.92 | 1.2 | 1.1 | 1
SENP1 inh | 1 | -1 | -3 | -21 | 0 | -1 | -9 | 2
A3A deaminase | 50* | 0 | -1 | -1 | 0 | -3 | -5 | -6
mIAP inh | -9 | 8 | 3 | -8 | -16 | 2 | -5 | -5
mIAP activ | 1.1 | 0.92 | 0.97 | 1.1 | 1.2 | 0.98 | 1 | 1.1
A3G deaminase | 18 | 1 | -8 | 1 | -2 | -6 | -3 | -4

45) O=[N+]([O-])c1cc([N+](=O)[O-])c(Oc2cc(F)ccc2F)cc1NN1CCCCC1
assay / compound | 45
beta cell repl | -6
NLRP3 yeast inh | 7
hIAP block | 18
hIAP activ | 0.82
SENP1 inh | 4
A3A deaminase | -1
mIAP inh | 7
mIAP activ | 0.93
A3G deaminase | -6

# New compounds follow.
no.	smiles	beta cell repl	NLRP3 yeast inh	hIAP block	hIAP activ	SENP1 inh	A3A deaminase	mIAP inh	mIAP activ	A3G deaminase
49	CN(NC(=O)c1ccc(Cl)cc1)c1ncc(C(F)(F)F)cc1Cl	1	23	12	0.88	1	2	0	1	0
50	COCCNC(=O)c1ccccc1-c1nc(-c2ccccc2OC)no1	0	-2	5	0.95	-4	-5	-9	1.1	-10
51	Fc1ccccc1N1CCN(c2ncnc3[nH]ncc23)CC1	0	-3	-3	1	1	0	10	0.9	0
52	COc1ccc(NC(=O)c2cc(C)on2)cc1	-2	5	0	1	1	7	0	1	3
53	CCN1CCN(C(=O)CCc2nnc3ccc(N4CCN(c5cccc(OC)c5)CC4)nn23)CC1	-2	9	-5	1	1	0	-9	1.1	14
54	Cc1cc(=O)[nH]c(SCC(=O)c2ccc(O)c(O)c2)n1	0	17	43*	0.57	3	-1	33	0.67	-3
55	COc1ccc2oc(C(=O)Nc3nc(-c4ccccn4)cs3)c(C)c2c1	-6	6	-32	1.3	-18	1	4	0.95	-4
56	COc1cc(/C=C/C(=O)NNC(=O)c2cccc(S(=O)(=O)N(C)C)c2)cc(OC)c1OC	0	17	-8	1.1	-2	-1	-3	1	-2
57	CCOC(=O)c1ccc(S(=O)(=O)Nc2ccc3cn[nH]c3c2)cc1	-2	4	6	0.94	0	2	0	1	-2
58	O=C(N/N=C/c1ccccc1O)C1CC(=O)N(c2ccc(F)cc2)C1 (configuration not stated)	-1	28	-62	1.6	-21	0	10	0.9	-5

# Source: PubChem (Sanford-Burnham Center for Chemical Genomics)
